# Chronic BCR inh – inhibitors of chronic active B-cell receptor signaling; ABC-DLBCL IkBa-CBG/CBR reporter, luminescence ratio, 4 h; Potency, µM (highest dose often 46.1 µM), for inactives: at the highest dose ratio change, negative = lower green/red ratio, actives largely listed as inhibitors; hit rate 0.05% among 340,000; active = well fitted inhibition curve with a large enough effect in the signal ratio, with a control signal flat, not every such curve was filed as active; inconclusive = small, poorly fitted or top-dose-only effect, or effect the other way, or a change in a side signal; the % refers to the signal ratio;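 note: potency is the fitted concentration of half-maximal effect; plate controls were basal doxycycline-induced cells for no effect and cells given 10 µM MG132 for full effect; MG132 reads +100%, hits lower the ratio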
#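 Compounds up to 46 uM were incubated four hours with TMD8 cells whose green CBG68 luciferase is fused to IkappaBalpha; red CBR luminescence normalised the signal, and concentration-effect curves were fitted to fusion, red and ratio data.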
# Integrin act MD – integrin-mediated muscular dystrophy alleviation activation. alpha7betagal myoblasts, beta-gal FDG fluorescence, 48 h. Potency, µM (doses to about 38.3 µM), for the others: top-dose activation, usual class: activators. hit rate 0.064% among 350,000;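 note: potency is the fitted concentration of half-maximal effect; 100% = response of the positive control SU9516; nearly all actives have a fitted effect of over 60% in size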
#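 alpha7betagal+/- myoblasts (passage 13, 250/well) treated 48 h at 37C with compounds at 1:260 dilution of DMSO stock. Lysed, then beta-galactosidase activity read as FDG fluorescence (ex 480/em 540) after 30 min, with pre-read for autofluorescence.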
# Eya2 inh – Eya2 (human) phosphatase inhibition. recombinant Eya2, OMFP fluorescence dephosphorylation (OMFP is methylfluorescein phosphate). AID 488837. Potency, µM (doses to about 76.9 µM), for the others: top-dose activity, negative = inhibition, hits mostly inhibitors. hit rate 0.006% among 330,000. O00167; note: potency is the fitted concentration of half-maximal effect; % is set by controls: 0 for no effect and ±100 for the full control effect
#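 Eya2 (0.2 uM) preincubated 10 min at ambient with compound, then OMFP substrate added at 50 uM; 10 min reaction in 50 mM HEPES pH 7.5, 50 mM NaCl, 5 uM MgCl2, 0.05% BSA, 1 mM DTT. Fluorescence read at Ex 485/Em 525 nm.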
# S-ASM inh – inhibitors of human secretory acid sphingomyelinase. P17405. placental ASM, HMU-PC fluorogenic substrate, 60 min. Potency, µM (top dose mostly 57.5 µM), inactives show at the highest dose activity change, negative = inhibition, hits mostly inhibitors. hit rate 0.006% among 340,000. AID 504937; note: potency is the fitted concentration of half-maximal effect
#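 Fluorescence read-out (Ex 386 nm, Em 447 nm) after stopping the reaction at pH 10. Enzyme: ASM from human placenta; substrate HMU-PC0, 9 uM final; 60 min, 37 °C. Compound preincubation 10 min, ambient temperature.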
# TCR act – activates T cell receptor signaling; primary human leukocytes, anti-CD3, IL-2 HTRF, 48 h; Potency, µM (titrated, usually from 9.22 µM), without a hit: top-dose activation of IL-2 secretion, most hits filed as activators; 330,000 tested, under 10 active; AID 504894; note: % of control where 0% means no effect
#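 Primary human leukocytes receive a-CD3 beads and test compound and are incubated 48 hr. Secreted IL-2 is then assayed by HTRF, measuring 665nm acceptor emission after 320nm excitation of the europium donor.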
# TSHR antagonist – human thyrotropin receptor antagonism | P16473 | TSHR-expressing cells, TSH-stimulated cAMP HTRF, 2 h; stronger effect = lower value | activity change, negative = inhibition, % at 11.5 µM | hit rate 0.2% among 330,000 | AID 504810;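 active = activity change below a set negative limit, meaning inhibition stronger than a set level, cut at about -70% in these data; inconclusive = activity change between two set negative limits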; note: % is set by controls: 0 for no effect and ±100 for the full control effect
#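 Freshly harvested TSHR cells receive pin-tooled compound, then EC80 TSH at 4nM final. After 2 hours at 37 deg C, antibody in lysis buffer and cAMP-d2 are added; 30 minutes at ambient temperature precede the HTRF read.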
# ELG1 repair inh – inhibitors of ELG1-dependent DNA repair in HEK293T cells; HEK293T ELG1-luciferase reporter, luminescence, 16 h; DNA damage induced by 5-fluorouridine; Potency, µM (top dose mostly 46.1 µM), inactives show top-dose activity change, negative = inhibition, actives largely listed as inhibitors; hit rate 2.3% among 330,000; AID 504467; note: potency is the fitted concentration of half-maximal effect; % is set by controls: 0 for no effect and ±100 for the full control effect; nearly all actives have a fitted effect of over 55% in size
#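 Reporter activity after DNA damage by 5-fluorouridine is monitored. Compound-treated cells incubate 16 hr at 37 °C, then ONE-Glo is added for 30 min before luminescence reading.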
# Tb PFK block – T. brucei PFK enzyme inhibition; O15648; T. brucei PFK, ADP-Glo luminescence; Potency, µM (top dose mostly 57.5 µM), for inactives: at the highest dose activity, negative = inhibition, hits mostly inhibitors; hit rate 0.17% among 330,000; AID 485367;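 note: potency is the fitted concentration of half-maximal effect; 0% = uninhibited 1x PFK enzyme wells and -100% = no-enzyme wells; nearly all actives have a fitted effect of over 60% in size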
# Target sequence (O15648 whole entry, looked up): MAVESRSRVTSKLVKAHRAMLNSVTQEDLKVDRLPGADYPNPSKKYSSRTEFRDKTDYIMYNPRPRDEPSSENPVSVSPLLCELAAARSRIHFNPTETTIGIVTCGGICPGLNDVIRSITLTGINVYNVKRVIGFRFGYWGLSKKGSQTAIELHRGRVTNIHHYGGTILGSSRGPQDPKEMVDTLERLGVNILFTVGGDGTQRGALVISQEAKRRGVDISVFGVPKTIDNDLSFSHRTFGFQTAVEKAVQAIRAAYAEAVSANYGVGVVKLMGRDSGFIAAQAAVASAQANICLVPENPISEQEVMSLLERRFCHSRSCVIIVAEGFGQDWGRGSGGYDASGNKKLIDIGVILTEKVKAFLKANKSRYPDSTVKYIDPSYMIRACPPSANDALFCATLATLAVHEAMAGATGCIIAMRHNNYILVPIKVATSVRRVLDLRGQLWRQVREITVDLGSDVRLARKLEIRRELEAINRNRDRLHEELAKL
#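 In TEA buffer at pH 8.0 with 5 mM MgCl2, enzyme (1.25 nM) converted F6P (0.5 mM) and ATP (0.1 mM) for 45 min at room temperature. ADP product was read by luciferase luminescence.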
# AT treatment – potential ataxia-telangiectasia treatments restoring KAP-1 phosphorylation | […] A-T fibroblasts, KAP-1 phosphorylation AlphaLISA; neocarzinostatin DNA damage 30 min before lysis | AID 485349 | hit rate 0.19% among 320,000 | Potency, µM (series often up to 57.5 µM), inactives show top-dose activation, hits mostly activators; note: potency is the fitted concentration of half-maximal effect; % of control where 0% means no effect; nearly all actives have a fitted effect of over 45% in size
#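 hTERT-immortalized A-T patient fibroblasts ([…]), 500 cells/well in OPTI-MEM, 1% FBS, got compounds for 60 min, then NCS for 30 min at 37C. Lysates were then assayed for phospho-KAP-1 by AlphaLISA (anti-pKAP1 donor, anti-KAP1 acceptor beads), 6 hr at 25C.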
# Mito fusion yeast – mitochondrial division inhibition or fusion activation | S. cerevisiae fusion-defective mutant growth rescue, CellTiterGlo 48 h | Potency, µM (doses to about 46.1 µM), for inactives: top-dose growth rescue (activation), hits mostly activators | hit rate 0.23% among 320,000 | AID 485298;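 note: potency is the fitted concentration of half-maximal effect; % of control where 0% means no effect; nearly all actives have a fitted effect of over 45% in size; temperature-sensitive fusion mutants such as fzo1-1 at 37 °C on non-fermentable ethanol glycerol medium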
#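 Growth-rescue viability read-out: after 48 h at the non-permissive 37C in glycerol/ethanol YPEG, yeast mitochondrial fusion mutants are measured by CellTiterGlo luminescence; compounds (23 nl pinned per well) restoring growth score as division inhibitors or fusion activators.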
# PTAP TSG101 blk – blocks PTAP/TSG101 interaction to inhibit HIV-1 budding. Q99816. Fluorescence polarization, FITC-PTAP peptide / Tsg101 binding. Potency, µM (doses to about 115 µM), without a hit: top-dose activity change, negative = inhibition, usual class: inhibitors. 340,000 tested, under 10 active; active = well fitted inhibition curve with a large enough effect in the main read-out, with a control signal flat, not every such curve was filed as active; inconclusive = small, poorly fitted or top-dose-only effect, or effect the other way, or a change in a side signal; inactive = no such curve, though single readings can be large or run the other way; note: potency is the fitted concentration of half-maximal effect; % of control where 0% means no effect
# Target sequence (Q99816 whole entry, looked up): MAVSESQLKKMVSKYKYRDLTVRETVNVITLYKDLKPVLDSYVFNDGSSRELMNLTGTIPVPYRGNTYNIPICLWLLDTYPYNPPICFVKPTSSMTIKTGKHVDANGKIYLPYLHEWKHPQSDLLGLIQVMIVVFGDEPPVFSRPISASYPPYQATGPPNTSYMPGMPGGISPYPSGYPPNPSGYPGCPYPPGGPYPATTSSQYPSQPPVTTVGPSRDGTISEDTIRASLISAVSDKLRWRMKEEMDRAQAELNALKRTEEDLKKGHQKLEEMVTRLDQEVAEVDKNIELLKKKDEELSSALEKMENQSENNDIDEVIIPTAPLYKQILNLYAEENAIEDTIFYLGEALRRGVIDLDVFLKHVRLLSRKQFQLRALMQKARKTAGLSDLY
#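 Fluorescence anisotropy tracks displacement of a FITC-tagged PTAP peptide (50 nM) from the Tsg101 binding domain (10 uM), following a 20 min room-temperature incubation at pH 7.5.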
# Starred values were filed as active, the others as inactive; ? = inconclusive; . = no result given; [ ] = remark or other dose. Unless noted, calls come from the whole dose curve; as a rule, active = well fitted curve in the direction sought with a large enough effect; inconclusive = small, poorly fitted or top-dose-only effect, or another doubt; inactive = no such curve, though single readings can be large; an effect the other way counts as inactive or inconclusive.
item | SMILES | Chronic BCR inh | Integrin act MD | Eya2 inh | S-ASM inh | TCR act | TSHR antagonist
1 | CCOC(=O)c1c(N)sc(C(O)(C(F)(F)F)C(F)(F)F)c1-c1ccc(F)cc1 | -2% | 4% | -19% | -7% | 3% | 11
2 | Cc1ccc(S(=O)(=O)N2CCC(C(=O)OC3CCOC3=O)CC2)cc1C (stereo not given) | 3% | 15% | 26% | . | -3% | -10
3 | COc1ccc(N(C)C(=O)c2ccc3snnc3c2)cc1 | -10% | -26% | 3% | 2% | 4%[46.1 µM] | 6
4 | COc1ccc(OC)c(-n2c(=S)[nH]c3cc(C(=O)N(C)Cc4ccccc4)ccc3c2=O)c1 | ? | 25% | 3% | 0% | 6% | -8
5 | Cn1cccc1Cc1nnc(SCC(=O)NC2CCCCC2)n1-c1ccc(F)cc1 | 13% | 3% | -1% | 4% | 4% | 21
6 | CC(Oc1ccccc1)c1nnc(N)s1 (stereo not given) | -2% | 15% | 6% | 21% | 8% | 4
7 | Cc1oc2ccc(OCc3ccc(F)cc3Cl)cc2c1C(=O)O | ? | 0% | 0% | -2% | -2% | -12
8 | O=C(CN1CCCCC1)Nc1cccc(Cl)c1 | -1% | 0% | 7% | -2% | -1% | -6
9 | CCCC1CCc2c(sc(NC(=O)OCC)c2C#N)C1 (stereo not given) | 13% | -23% | 0% | -7% | 5%[46.1 µM] | 26
10 | O=C1CCCN1CCCNS(=O)(=O)c1cccc(F)c1 | -4% | ? | ? | -1% | 6% | 7
11 | Cc1ccc(Cn2c(=O)n(C)c(=O)c3sccc32)cc1 | -3% | 23% | ? | 4% | 2% | 4
12 | Cc1cc(C)n(-c2ccc(NC(=O)C3CCCCN3C(=O)c3ccoc3C)cc2)n1 (stereo not given) | 0% | -3% | -2% | -1% | -2% | -7

item | ELG1 repair inh | Tb PFK block | AT treatment | Mito fusion yeast | PTAP TSG101 blk
1 | -9% | 4% | -1% | -8% | -9%
2 | 15% | 3% | -3% | -4% | -3%
3 | ? | 0% | 4% | 2% | -4%
4 | -20% | -5% | 2% | -7% | -5%
5 | -2% | 1% | 6% | -3% | -3%
6 | 0% | -1% | -3% | 0% | 0%
7 | 3% | 2% | -10% | -1% | -12%
8 | -6% | -2% | 2% | -5% | 0%
9 | ? | 0% | 11% | ? | -1%
10 | 11% | -3% | -3% | 0% | 0%
11 | 5% | 3% | -6% | 1% | -2%
12 | 0% | 1% | 4% | 3% | -2%

# Following part.
item | SMILES | Chronic BCR inh | Integrin act MD | Eya2 inh | S-ASM inh | TCR act | TSHR antagonist
13 | COC(=O)CCC(=O)Nc1ccc(Cl)c(Cl)c1 | 6% | -25% | -2% | 2% | 1% | 7
14 | Clc1cccc(CSc2nc3ccncc3[nH]2)c1 | -10% | 0% | -15% | -1% | 2% | -17
15 | CC(C)CNC(=O)CCc1c[nH]c2ccccc12 | ? | -2% | -15% | 0% | 4% | 19
16 | O=C1CC2(CCN(C(=O)C3CC(=O)N(c4ccccc4)C3)CC2)Oc2ccccc21 (stereo not given) | 3% | 29% | -9% | 0% | 3% | 7
17 | CCOC(=O)Cn1nnnc1C(CC)N(Cc1ccccc1)Cc1cc2cc(C)ccc2[nH]c1=O (stereo not given) | ? | -6% | -11% | -13% | -120% | 0
18 | CCOc1ccc(N(CC(=O)NCc2ccc(OC)cc2)C(=O)CCC(=O)Nc2nccs2)cc1 | -1% | 46% | 10% | 1% | 4% | -4
19 | Cc1c(C(=O)NNC(=O)c2cccnc2)cccc1[N+](=O)[O-] | 1% | 22% | 11% | 4% | 2% | .
20 | O=C(N/N=C/c1cccc(O)c1)c1cc(C2CC2)nc2ccccc12 | -11% | -36% | ? | -4% | -1% | -1
21 | CC(C)n1c(SCC(N)=O)nc2c1c(=O)n(C)c(=O)n2C | ? | 31% | 10% | 0% | 0% | 3
22 | Cc1cc(C(=O)Nc2cccc(C(=O)O)c2)oc1C | ? | -4% | 12% | 2% | 5% | -11
23 | CCCC1COC(Cn2cncn2)(c2ccc(C)cc2)O1 (stereo not given) | 2% | -11% | 4% | 4% | -22% | -6
24 | COc1ccc(C2CC(c3ccccc3)Nc3nc(NS(C)(=O)=O)nn32)cc1 (stereo not given) | 0% | 30% | 13% | 8% | 0% | -6

item | ELG1 repair inh | Tb PFK block | AT treatment | Mito fusion yeast | PTAP TSG101 blk
13 | 14% | -8% | 7% | -4% | -2%
14 | ? | -21% | -5% | 2% | -2%
15 | 9% | 0% | 12% | 4% | 0%
16 | -6% | 2% | 6% | -3% | 1%
17 | 2% | -5% | . | 1% | ?
18 | -19% | 1% | 0% | -2% | -3%
19 | 11% | 0% | 2% | . | -4%
20 | -7% | 2% | -11% | 1% | -4%
21 | -2% | -1% | -4% | 5% | 0%
22 | ? | -10% | -1% | 3% | -6%
23 | -1% | 3% | -1% | ? | -11%
24 | -4% | 1% | -6% | 2% | -5%

# The closing three records of the part before are carried over, then new ones follow:
item | SMILES | Chronic BCR inh | Integrin act MD | Eya2 inh | S-ASM inh | TCR act | TSHR antagonist
22 | Cc1cc(C(=O)Nc2cccc(C(=O)O)c2)oc1C | ? | -4% | 12% | 2% | 5% | -11
23 | CCCC1COC(Cn2cncn2)(c2ccc(C)cc2)O1 (stereo not given) | 2% | -11% | 4% | 4% | -22% | -6
24 | COc1ccc(C2CC(c3ccccc3)Nc3nc(NS(C)(=O)=O)nn32)cc1 (stereo not given) | 0% | 30% | 13% | 8% | 0% | -6
25 | COc1ccc(NC(=O)c2sccc2SCc2cccc(C(F)(F)F)c2)cc1 | ? | 33% | -26% | -13% | . | 13
26 | COc1ccccc1NC(=O)C(C)OC(=O)COc1cccc2c1OC(C)(C)C2 (stereo not given) | -9% | 3% | -23% | -1% | 3% | 0
27 | COc1ccc(OC)c(S(=O)(=O)NCc2csc(-c3ccccc3)n2)c1 | -9% | -23% | 7% | -3% | -8% | 8
28 | COc1cccc(S(=O)(=O)Nc2ccc3sc(C)nc3c2)c1 | -18% | -10% | 15% | 1% | 20% | 0
29 | Cc1cc(C)c(C#N)c(SCc2ccc(C(=O)O)cc2)n1 | 3% | ? | 0% | 3% | -6% | 4
30 | CCCCOc1ccc(CCC(=O)N/N=C/c2ccco2)cc1 | 8% | -8% | -13% | -4% | -4% | 3
31 | CCCCSCCCNC(=O)Nc1ccc(C)c(C)c1 | 3% | ? | 2% | -3% | -5% | -6
32 | COc1ccccc1CNC(=O)CN1C(=O)NC(c2ccccc2)(c2ccccc2)C1=O | -1% | -15% | -14% | -3% | 0%[46.1 µM] | 104
33 | COc1ccc(C(CNC(=O)c2oc3cc(Br)ccc3c2C)N2CCCCC2)cc1 (stereo not given) | 0% | 0% | 7% | -9% | -24% | -5
34 | COc1cc(O)c(C(CC(=O)N2CCOCC2)c2ccc3c(c2)OCO3)c(OC)c1 (stereo not given) | 1% | 3% | -1% | 11% | 13% | 9
35 | COC(=O)c1ccc(COc2ccccc2/C=C(\C#N)C(=O)Nc2ccccc2C)cc1 | -2% | 17% | 0% | 0% | 4%[46.1 µM] | -2
36 | CC(C)(CNc1ccc([N+](=O)[O-])cc1Cl)N1CCOCC1 | -12% | -7% | 11% | -4% | 5% | 8

item | ELG1 repair inh | Tb PFK block | AT treatment | Mito fusion yeast | PTAP TSG101 blk
22 | ? | -10% | -1% | 3% | -6%
23 | -1% | 3% | -1% | ? | -11%
24 | -4% | 1% | -6% | 2% | -5%
25 | 0% | 1% | 11% | 14% | .
26 | -3% | -2% | -1% | 3% | -1%
27 | -2% | ? | 3% | 1% | -11%
28 | -26% | 0% | . | -1% | 0%
29 | 16% | 0% | 4% | 6% | -5%
30 | 4% | -8% | 2% | 5% | 1%
31 | -13% | 9% | 0% | 0% | -1%
32 | ? | 7% | 5% | . | -3%
33 | -7% | 2% | -6% | -1% | -8%
34 | 9% | -4% | 16% | 28% | .
35 | ? | -2% | -6% | 1% | -1%
36 | -2% | 0% | -2% | 1% | 0%
